All columns: NCI-60 one-dose screen, growth in % after 48 h at 10 µM unless noted; 100 = growth as untreated, 0 = no growth, -100 = all killed.
A549/ATCC – A549/ATCC NSCLC; 81,000 compounds, 3.7% hits
HOP-92 – HOP-92 NSCLC cells; 71,000 compounds, 6.3% hits; AID 1794738
CCRF-CEM – CCRF-CEM leukemia. 77,000 compounds, 7% hits
SK-MEL-5 – SK-MEL-5 melanoma. 80,000 compounds, 6.4% hits
HOP-62 – HOP-62 NSCLC; 80,000 compounds, 3.9% hits; AID 1794735
M14 – M14 melanoma; 80,000 compounds, 6.2% hits
EKVX – EKVX NSCLC; 71,000 compounds, 3% hits
SK-MEL-28 – SK-MEL-28 melanoma. AID 1794761. 81,000 compounds, 4.1% hits
* hit, by the source's call; nt = not tested or not shown; [ ] = another dose, or the depositor's remark. The calls were made as follows: active = growth percent below 10; inactive = the rest. Rows are unselected, and some 12% of all compounds hit somewhere here.

SMILES	A549/ATCC	HOP-92	CCRF-CEM	SK-MEL-5	HOP-62	M14	EKVX	SK-MEL-28
CCC(C)N(CCNc1cc(OC)cc2cccnc12)CC(C)C (stereo unspecified)	102	105	91	103	107	110	96	109
CCOc1cccc2cc(C(=O)CSc3nc4ccccc4c(=O)n3-c3ccccc3)c(=O)oc12	77	84	82	94	90	86	103	95
O=C(N/C(=C\c1ccc(/C=C(\NC(=O)c2ccccc2)C(=O)N2CCCCC2)cc1)C(=O)N1CCCCC1)c1ccccc1	98	102	109	103	99	100	102	105
COc1ccc(CCNc2ncnc3c2ncn3[C@H]2CC3C(CO)C2C[C@@H]3Cl)cc1 (stereo partly specified)	83	114	108	87	107	98	100	104
COC(=O)C1=NN(c2ccccc2)C2=CNc3c(C)cccc3N21	94	91	98	88	79	88	nt	95
C#CCOc1ccc2ncnc(NCc3cccc(NC(=O)CCl)c3)c2c1	50[8.25 µM]	54[8.25 µM]	4.2*[8.25 µM]	24[8.25 µM]	0.2*[8.25 µM]	51[8.25 µM]	66[8.25 µM]	58[8.25 µM]
O=C(O)c1cocc1C(=O)O	102	96	104	107	103	108	101	97
C[C@@H](CO)OCOCc1ccccc1	105	102	104	97	103	92	97	92
NCCCC(C(=O)O)(c1ccccc1)c1ccccc1	63	96	95	101	77	100	95	106
O=C1NCC(c2cc3ccc(Cl)cc3[nH]c2=O)Nc2ccccc21 (stereo unspecified)	74	74	134	102	81	97	95	105
NC(N)=NN=C1c2ccccc2-c2ccccc21	102	81	28	66	nt	111	95	94
CC1(C)[C@H](C(=O)O)CC[C@]1(C)C(=O)O	84	84	115	97	102	98	89	103
CC[N+](CC)(CC(=O)NC)Cc1ccc([N+](=O)[O-])cc1	98	103	96	107	69	96	99	102
COc1ccc2c(c1)C(=O)C1(CC2)OC1c1cccnc1 (stereo unspecified)	106	88	94	107	115	101	nt	111
Cc1cc(=O)oc2cc(OCC(O)CNN3C(=O)c4cccc5c(NCc6ccccc6)ccc(c45)C3=O)ccc12 (stereo unspecified)	95	nt	98	93	102	103	88	114
N=C(N)c1ccc(-c2ccc(-c3ccc(Cl)cc3)s2)s1	-69*	-72*	-71*	2.7*	nt	-73*	-71*	-88*
CC(c1ccccc1)C(C(=O)c1ccccc1)c1ccccc1 (stereo unspecified)	80	107	nt	99	45	90	99	94
COC(=O)c1ccc2c(c1)C(=O)N(Cc1ccc(S(N)(=O)=O)cc1)C2=O	89	93	102	100	97	101	99	116
CCCNc1nnc(COc2ccc(CNC(=O)CCCC/C=C/C(C)C)cc2OC)o1	100	79	91	100	nt	95	99	97
COc1ccc(-c2nnc(/N=C3/C(=O)Nc4ccc(Br)cc43)o2)cc1	104	97	96	99	106	101	92	102
N#Cc1c(N2CCOCC2)nc2sc3cccc(Cl)c3n2c1=N	97	84	95	91	94	106	89	103
N#CCCN(CCO)CCO	100	83	nt	102	95	108	nt	100
CC1CCN(CCCCOc2ccc(-c3ccc(C#N)cc3)cc2)CC1	62	nt	65	40	91	76	72	100
CCOC(=O)c1ccc(NC(=O)CS(=O)(=O)c2ccc(C)cc2)cc1	102	91	108	99	106	102	99	116
Nc1nc(=S)ss1	97	99	109	110	97	101	108	113
COc1cc(C(C)n2cc(-c3ccccc3)nn2)ccc1OC1CCCC1 (stereo unspecified)	61	55	54	26	53	83	nt	99
CC(C)(C)C(=O)N1CC(=O)N2c3ccccc3C(=O)C3C=CC2(C1)O3 (stereo unspecified)	97	91	100	106	101	102	109	122
COc1c(C2CC(=O)Nc3c2c(C)nn3-c2nc3ccccc3[nH]2)cc2c(c1OC)OCO2 (stereo unspecified)	36	71	11	32	43	33	58	44
CC(=O)Oc1c[nH]c2ccccc12	108	55	102	91	86	98	85	108
NC(=O)/C=C/c1ccccc1	98	83	nt	104	121	104	114	112
Nc1ccc(OC(=O)Oc2ccc(N)cc2)cc1	96	99	73	98	101	96	110	107
COc1nc2c(c(=O)n1C)CN(Cc1ccccc1)C(=O)C(c1ccccc1)N2 (stereo unspecified)	101	nt	97	106	93	96	102	118
CSc1nc(-c2ccco2)c(C#N)c(-n2nc(C)cc2C)n1	102	77	83	99	87	123	102	118
CCCCCN(CCCCC)C(=O)c1ccccc1	90	130	108	nt	116	109	108	109
CCCCCCCCCCCCSC(=N)N	41	-22*	-23*	39	58	-5.2*	nt	53
COc1cc(/C=N/c2cc(C(C)(C)C)nn2-c2ccccc2)ccc1O	110	110	nt	121	97	100	75	122
COc1ccc(C(=O)c2ccccc2C(=O)c2ccccc2)cc1	99	76	91	98	nt	102	98	108
COc1cc2c3c(n([C@H]4CCOC4)c(=O)c2cc1OC)-c1cc2c(cc1C3=O)OCO2	33	nt	nt	7.9*	nt	23	60	72
CC(C)(C)n1cc(-c2ccnc(NCCNS(=O)(=O)c3cccc4ccccc34)c2)c(-c2ccccc2)n1	72	nt	74	64	98	82	58	99
Cc1nn(C)c2ncnc(N/N=C/c3ccccc3)c12	104	98	103	101	104	108	59	102
COc1cc(-c2cc(N)n(-c3nc4ccccc4[nH]3)n2)c(OC)c2c1OCO2	91	101	98	93	99	98	92	105
CCCCCCCCc1ccc(C(=O)Nc2ccccc2CP(=O)(O)O)cc1	103	44	87	99	96	100	98	109
C#CCOc1ccccc1/C=N/Nc1nc(-c2ccc(Cl)cc2)cs1	101	88	97	98	96	94	78	98
C=CC(C)(O)CC/C=C(\CO)C(=O)OC1C(C)OC(O[C@](C)(C=C)CC/C=C(\CO)C(=O)O[C@H]2C[C@@]3(C(=O)OC4OC(CO)C(O)C(O)C4OC4OC(C)C(OC5OC(CO)C(O)C5O)C(OC5OC(CO)C(O)C(O)C5O)C4O)C(CC2(C)C)C2=CCC4[C@@]5(C)CC[C@H](OC6OC(COC7OC(C)C(O)C(O)C7OC7OCC(O)C(O)C7O)C(O)C(O)C6NC(C)=O)C(C)(C)C5CC[C@@]4(C)[C@]2(C)C[C@H]3O)C(O)C1O (stereo partly specified)	-38*	-46*	-17*	75	-67*	-34*	-6.5*	-90*
Cc1ccc(N=Nc2ccccc2)cc1	88	91	99	102	90	91	95	102
O=[N+]([O-])c1ccc(-c2nc3ccccc3s2)cc1	104	89	91	99	nt	99	83	112
COc1ccc(C(=O)c2cc3c(N)c(C(=O)Nc4cccc(Cl)c4C)sc3nc2C)cc1	13	28	5.4*	-24*	29	5.6*	40	63
Cc1ccc(NC(=S)NNC(=S)NNc2ccccc2)cc1C	101	55	44	96	106	115	108	115
C/C=C/C1OCCC(C)O1 (stereo unspecified)	103	86	101	99	96	97	97	103
CC(=O)Oc1csc(N(C(C)=O)c2cccc(C(F)(F)F)c2)n1	92	46	61	92	94	78	46	103
COC(=O)c1nc(=S)[nH]c(C(=O)OC)c1C(=O)c1ccc(O)c(OC)c1	124	94	103	104	128	113	104	117
CCCCNCC(C)C(=O)OC (stereo unspecified)	117	85	92	116	111	110	95	124
O=C(Nc1cccc(-n2cc(-c3ccncc3)c(-c3ccc(Cl)c(O)c3)n2)c1)c1ccc(Cl)c(C(F)(F)F)c1	89	nt	99	95	99	82	nt	94
Nc1nc(N)c2c(n1)NC(c1cccc(Nc3ccnc4cc(Cl)ccc34)c1)CC(c1ccc(Cl)cc1)=N2 (stereo unspecified)	89	75	92	96	83	99	94	101
Cc1ccc(-c2nc3cc4nc5ccccc5nc4cc3n2CC(=O)ONN)o1	111	110	117	98	112	106	101	121
CCc1nc(C(N)=O)c(Nc2ccc(N3CCC(N4CCN(C)CC4)CC3)c(OC)c2)nc1NC1CCOCC1	12	-25*	6.0*	66	17	15	47	24
CCOC(=O)c1c2c(cn1Cc1ccc(OC)c([N+](=O)[O-])c1)-c1oncc1CC2	93	67	88	96	nt	105	96	114
CCCCCCN(CCCCCC)CC(=O)NCCCN1CCN(CCCNC(=O)CN(CCCCCC)CCCCCC)CC1	94	80	89	95	108	95	nt	97
CCOC(=O)c1cc(C(=O)c2ccc(OC)c(OC)c2)n2ncc3ccccc3c12	80	91	89	66	90	94	86	107
Nc1ccc(CCCC(=O)NCc2cccnc2)cc1	103	110	113	100	102	106	nt	103
Carrying on.
SMILES	A549/ATCC	HOP-92	CCRF-CEM	SK-MEL-5	HOP-62	M14	EKVX	SK-MEL-28
COc1ccc2c(c1)/C(=C/c1cc(-c3ccc(OC)c(OC)c3)n[nH]1)C(=O)N2	89	60	39	54	88	93	nt	97
O=C(Nc1cccc(Oc2nnc(Cl)c3ccccc23)c1)Nc1ccc(Cl)c(C(F)(F)F)c1	-22*	-38*	-5.4*	-99*	-82*	-63*	-6.7*	-62*
COc1ccc(CSCC(NC(=O)OC(C)(C)C)C(=O)O)cc1 (stereo unspecified)	95	98	96	104	106	108	nt	107
O=C(O)c1c(O)cccc1O	90	78	98	106	104	92	110	113
COc1ccc(-c2cc(C(=O)Nc3ccc(Br)cc3)nc3[nH]c(=O)sc23)cc1	20	nt	30	8.6*	73	44	37	38
CCC(=O)c1cccc([N+](=O)[O-])c1	101	nt	95	104	108	98	nt	104
O=[N+]([O-])c1ccc(N/N=C\c2cc(Cl)ccc2O)nc1	50	60	19	4.1*	46	17	31	55
COc1ccccc1C1=C(Br)C(=O)c2nc(C)ccc2C1=O	109	86	92	100	106	94	99	104
COc1ccc(C2=NNC(c3sc(Cl)nc3Cl)C2)cc1 (stereo unspecified)	95	75	18	55	72	60	nt	99
O=C(CCc1nc(-c2cccc(Cl)c2)no1)Nc1ccccn1	111	82	95	nt	124	nt	93	100
CC(=O)Nc1cccc(-c2[nH]c3ccccc3c2C=C(C#N)C#N)c1	89	69	84	nt	77	85	73	101
Cc1cc(N(CCNc2ccnc3cc(Cl)ccc23)Cc2cccs2)nc(Cl)n1	16	-28*	-2.4*	-31*	-29*	-67*	34	-43*
CC(=O)N1CCN(c2ccc(OCC3CO[C@](Cn4ccnc4)(c4ccc(Cl)cc4Cl)O3)cc2)CC1 (stereo partly specified)	85	61	75	14	74	84	88	106
CC[C@H](c1ccc(O)cc1)[C@@H](CC)c1ccc(C)cc1	108	66	107	80	95	95	99	108
Cc1ccc(NCCNCC(C)(C)O)c2c(=O)c3ccc(Cl)cc3sc12	-43*	21	-14*	44	80	-79*	72	-60*
O=C(O)/C=C\C(=O)Nc1ccc2c(c1)Cc1ccccc1-2	97	90	97	96	103	104	97	111
CSc1nnc2cc(C)nc(SCc3ccccc3)n12	85	85	80	91	79	72	90	77
Clc1ccc(CSc2nnc(-c3ccc(Cl)cc3)n2-c2ccccc2)cc1	80	89	97	94	92	85	87	99
COc1ccc2oc3c(C)c4c(c(C)c3c2c1)C(=O)N(CCN1CCOCC1)C4=O	93	82	90	89	107	91	89	96
Cn1c(=O)c2c(nc(Br)n2CCC(=O)Nc2ccccc2)n(C)c1=O	92	90	88	108	86	90	103	108
O=C(OCc1ccc2c(Cl)cc(Cl)c(O)c2n1)N1CCN(C(=O)c2cc3ccccc3[nH]2)CC1	11	15	21	25	20	17	24	39
O=S(=O)(Oc1ccc(-c2ccc3occc3c2)cc1)c1ccc(F)cc1	98	111	92	97	106	95	101	100
O=S(=O)(O)c1ccc2c(O)cc(S(=O)(=O)O)cc2c1	104	nt	102	110	93	91	109	120
O=c1oc2ccc(I)cc2c(=O)n1-c1ccc(Br)cc1F	7.1*	-12*	8.3*	nt	-12*	-0.7*	7.2*	2.3*
CCOC(=O)C1=C(C)n2nc3n(-c4ccccc4)c(=O)/c(=C\c4ccc(OC)cc4)n3c2=NN1	106	103	107	99	92	104	101	109
BrCC(Br)C1OCCCO1 (stereo unspecified)	103[100 µM]	92[100 µM]	108[100 µM]	101[100 µM]	96[100 µM]	105[100 µM]	105[100 µM]	109[100 µM]
COc1cc(CN2CCC(N3CCCC3=O)c3ccccc32)cc(OC)c1OC (stereo unspecified)	81	nt	nt	40	95	93	66	98
Fc1ccc(-c2nc(-c3c[nH]c4ncccc34)cs2)cc1	118[100 µM]	37[100 µM]	97[100 µM]	83[100 µM]	81[100 µM]	82[100 µM]	45[100 µM]	112[100 µM]
Clc1ccc(C2=Nn3c(N/N=C/c4ccsc4)nnc3SC2)cc1	90	94	95	97	109	110	99	111
Cc1cc(NC(=O)COc2ccc(/C=C3/SC(=O)NC3=O)cc2)no1	115	87	nt	111	83	103	105	109
